# High-throughput results deposited in PubChem BioAssay by several laboratories.
# PMI inhibitors – MPI enzyme activity inhibition – biochemical, fluorescence intensity, coupled assay, primary screen (AID 1209). purified PMI enzyme, coupled fluorescence intensity; higher % means a stronger effect. one-dose inhibition, % at 20 µM; IC50 in µM for titrated hits. actives 0.42% (n = 190,000);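 note: plate controls were DMSO vehicle for no effect and wells lacking substrate for full effect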
# Dynein transport – dynein cargo transport inhibition; 3617.4 mouse cells, GR-EGFP nuclear translocation imaging; test concentration mostly 20 µM; stimulated with dexamethasone, 1 µM; stronger effect = lower value; z-score, hits read low; actives 0.47% (n = 220,000); AID 1381;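 active = plate z-score of nuclear minus cytoplasmic receptor signal below a set negative limit, without overly bright fluorescence or cell loss, cut at about -3.5 in these data, passing the limit was not always enough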;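 note: z-score of nuclear minus cytoplasmic ring GR-EGFP intensity difference per well; some compounds called inactive have numbers as strong as hits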
#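 Medium: Induction medium lacking tetracycline, stripped serum | Probe or stimulus: 1.0 µM final dexamethasone stimulus | Schedule: 48 h induction, then 1 h compound, then 30 min agonist, 37 °C | Signal: Automated 10x imaging of fixed Hoechst-stained cells | Evaluation: Per-cell GR-EGFP intensity, nucleus versus surrounding cytoplasmic ring, well-averaged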
# PMI inhibition – MPI inhibition at elevated mannose 6-phosphate – biochemical, fluorescence intensity, high mannose 6-phosphate, primary screen (AID 1220); actives 0.66% (n = 190,000); recombinant PMI enzyme, coupled fluorescence intensity; higher % means a stronger effect; inhibition, % at 20 µM; hits with a dose series show IC50 in µM
# Siah-1 displacement – blockers of Siah-1 interaction with plectin peptide – biochemical, fluorescence polarization, rhodamine-plectin, uHTS, primary screen (AID 1817); actives 0.02% (n = 290,000); Siah-1 / rhodamine-plectin peptide fluorescence polarization; higher % means a stronger effect; one-dose displacement, % at 20 µM; IC50 in µM for titrated hits;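 active = displacement of at least 50% at 20 µM, with a fluorescence ratio check between 0.3 and a set limit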;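 note: plate controls were Siah plus tracer with DMSO for no effect and tracer alone without Siah for full effect; strong numbers were not always called active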
# LYP inhibition – PTPN22 lymphoid phosphatase activity blockers – biochemical, fluorescence intensity, uHTS (AID 1779); recombinant LYP phosphatase, fluorescence intensity; higher % means a stronger effect; one-dose inhibition, % at 11.5 µM; IC50 in µM for titrated hits; actives 0.054% (n = 290,000);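 note: plate controls were vehicle with enzyme for no effect and no enzyme for full effect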
# AID2073 – disruptors of CaV2.2 binding to Mint1 – biochemical, HTRF (AID 2073). HTRF protein-protein interaction, Mint1-CaV2.2; higher % means a stronger effect. one-dose inhibition, % at 20 µM; IC50 in µM for titrated hits. actives 0.19% (n = 290,000); in the data active = inhibition mostly above about 51%, no sharp cut-off; inconclusive = no clear call, values can overlap the other calls; inactive = mostly below about 53%; note: some results filed as inactive read as strong as hits
# XIAP antagonists – small molecules displacing peptide from XIAP – biochemical, IAP family, fluorescence polarization (AID 1018) | one-dose displacement, % at 20 µM; IC50 in µM for titrated hits | actives 0.007% (n = 200,000) | XIAP BIR domain, fluorescence polarization peptide displacement; higher % means a stronger effect; in the data active = displacement above about 50%; note: a part of the inactive calls stands beside numbers as strong as those of hits
# P. falciparum M1AAP – malaria alanyl aminopeptidase activity blockers – biochemical, fluorogenic H-Leu-NHMec substrate, 1536-well (AID 1445). recombinant M1AAP, H-Leu-NHMec fluorogenic kinetic assay; higher % means a stronger effect. inhibition, % at 30 µM, or IC50 in µM where a hit was titrated. actives 0.42% (n = 220,000);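 active = primary inhibition above the hit cutoff, then over 50% inhibition at one or more dose response concentrations, cut at about 23% in these data, passing the limit was not always enough; inconclusive = conflicting primary data, or primary hits not chosen for dose response; inactive = low primary inhibition, or under 50% at every dose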;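 note: plate controls were DMSO full reaction for no effect and no enzyme background for full effect; strong numbers were not always called active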
# M17LAP inhibition – P. falciparum M17LAP inhibitors, primary screen, biochemical, fluorogenic H-Leu-NHMec substrate, 1536-well (AID 1619). recombinant M17LAP, H-Leu-NHMec fluorogenic kinetic assay; higher % means a stronger effect. inhibition, % at 30 µM; hits with a dose series show IC50 in µM. actives 0.38% (n = 220,000);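 active = compound inhibiting the enzyme by more than half at any dose during confirmatory dose-response retesting; inconclusive = strong single-dose inhibitors picked by rank but not retested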;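 note: plate controls were full reaction with DMSO carrier for no effect and no enzyme background for full effect; strong numbers were not always called active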
# Dynein transport cytoplasmic EGFP – recorded beside Dynein transport, whose call it bears; z-score; measured here: cytoplasmic GR-EGFP intensity; stronger effect = higher value
# Dynein transport nuclear GR-EGFP – also measured in Dynein transport; calls as there; z-score; measured here: nuclear GR-EGFP intensity;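 lower value marks the stronger effect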
# Dynein transport cell count – further read-out of Dynein transport, marked with its call; z-score; measured here: cell count per field
# Active calls of the source: *; ? = inconclusive; · = no result given. Cut-off read from the data, not from the text of the source, unless noted: active = inhibition above about 50%; inactive = the rest.
SMILES,PMI inhibitors,Dynein transport,Dynein transport cytoplasmic EGFP,Dynein transport nuclear GR-EGFP,Dynein transport cell count,PMI inhibition,Siah-1 displacement,LYP inhibition,AID2073,XIAP antagonists,P. falciparum M1AAP,M17LAP inhibition
O=C(NCc1ccc(F)cc1)C(c1cccs1)N(C(=O)c1csnn1)C1CC1 (stereo unspecified),0.7%,0.0294,-0.227,0.317,-0.271,-2.6%,-2.8%,-3.0%,-7.7%,-4.1%,-10.7%,-3.0%
CCOC(=O)CNc1nc(C(C)(C)C)nc2c1nnn2Cc1ccccc1Cl,3.0%,0.498,-0.12,0.84,0.0922,8.3%,3.4%,-2.0%,1.2%,2.7%,-1.9%,1.3%
O=C(Nc1ccccc1C(=O)N1CCCCC1)NC1CCCCC1,6.4%,-0.984,0.0435,-0.342,7.77,10.1%,1.9%,-1.3%,14.7%,-3.5%,2.8%,6.2%
COc1cccc(OC)c1C(=O)NC(=S)Nc1ccc2c(c1)OCCO2,12.4%,-0.559,-0.188,-0.485,0.791,22.4%,4.7%,6.9%,5.1%,-4.7%,5.9%,5.1%
COc1ccc(S(=O)(=O)Nc2cccnc2)c(Cl)c1Cl,10.5%,3.3,-0.159,2.03,-1.62,4.0%,15.1%,-9.5%,4.9%,-0.4%,-1.9%,-0.7%
CN(/N=C/c1ccc(Cl)cc1)c1ncc(Cl)cc1C(F)(F)F,·,-1.32,-0.276,-0.906,2,·,-1.4%,-3.7%,8.0%,·,10.9%,-3.6%
O=C(CNC(=O)c1ccccc1F)NCCOc1cccc(Cl)c1Cl,-9.2%,1.46,-0.225,0.979,-1.2,-2.4%,4.3%,-5.2%,4.0%,-7.5%,9.0%,15.2%
Cc1ccc(S(=O)(=O)/N=c2\sccn2C)cc1,1.3%,-0.674,-0.233,-0.96,0.577,-2.2%,0.8%,0.9%,-1.8%,1.2%,3.5%,0.2%
COc1ccc(Cc2nnc(N=Nc3c(O)[nH]c4ccc(Br)cc34)[nH]c2=O)cc1,20.5%,0.396,-0.313,-0.183,-0.563,25.8%,-1.0%,6.2%,0.9%,-11.6%,3.4%,-3.3%
Cc1ccc(NC(=S)NNC(=O)C2CC2c2ccc(C)cc2)cc1 (stereo unspecified),2.3%,-1.82,-0.129,-0.615,0.34,3.3%,-8.8%,-1.7%,-3.5%,-4.1%,-15.7%,-0.7%
CN(C)c1ccc(-c2nc3ccccc3n2C)cc1,-18.1%,-1,-0.271,-0.206,1.01,-3.5%,-0.3%,-0.8%,12.5%,-1.8%,14.1%,-72.6%
CCCCNC(=O)c1ccc(NS(=O)(=O)c2ccccc2)cc1,9.9%,0.0315,0.258,-0.647,0.729,6.2%,-0.3%,-5.3%,-6.7%,-0.1%,0.6%,4.9%
CCc1cccc2c(C(=O)COC(=O)c3ccc(O)cc3)c[nH]c12,14.2%,-0.265,-0.245,-0.142,0.277,10.1%,6.1%,0.1%,2.1%,-8.7%,6.3%,-9.3%
COCCN(C(=S)Nc1cc(C)ccc1C)C(C)c1cccnc1 (stereo unspecified),11.0%,-0.413,0.215,-0.0273,0.845,0.9%,-4.5%,-4.5%,23.7%,-10.7%,8.1%,-4.4%
Cc1c(Cl)cnc(NC(=O)COC(=O)CCS(=O)(=O)c2ccccc2)c1Cl,5.9%,0.845,-0.257,-0.692,1.3,26.5%,-5.7%,-10.0%,-7.0%,-0.6%,1.9%,6.7%
Cc1ccc2nc(NC(=O)/C=C/c3ccc4c(c3)OCO4)sc2c1,7.1%,0.537,-0.0717,-0.0844,-0.414,6.4%,3.6%,-9.0%,-1.3%,-2.6%,2.0%,4.3%
Cc1noc(C)c1C(=O)Nc1sc2c(c1C(N)=O)CCCCC2,2.5%,-0.556,-0.139,0.00842,0.391,-10.4%,-4.7%,-5.7%,-27.5%,-2.6%,5.7%,28.5%
O=C(NCc1ccccn1)Nc1ccc(F)cc1,-3.8%,0.883,-0.146,0.776,-0.35,3.7%,3.5%,-1.6%,-11.2%,-3.0%,12.2%,29.6%
CCOc1ccc(S(=O)(=O)Nc2nc3ccccc3nc2Nc2ccc(N3CCOCC3)cc2)cc1,18.7%,0.599,-0.254,0.195,-0.433,10.3%,18.8%,5.8%,38.8%,-10.1%,9.1%,3.5%
CC1(C)CC(N2CCN(C(c3ccccc3)c3ccccc3)CC2)=CC(=[N+]2CCCCC2)C1,·,0.631,-0.73,0.00634,-1.01,·,-3.2%,-0.3%,-8.0%,·,?,18.2%

# Seven compounds already listed, ordered by SMILES length, smallest number first:
SMILES,PMI inhibitors,Dynein transport,Dynein transport cytoplasmic EGFP,Dynein transport nuclear GR-EGFP,Dynein transport cell count,PMI inhibition,Siah-1 displacement,LYP inhibition,AID2073,XIAP antagonists,P. falciparum M1AAP,M17LAP inhibition
COc1ccc(S(=O)(=O)Nc2cccnc2)c(Cl)c1Cl,10.5%,3.3,-0.159,2.03,-1.62,4.0%,15.1%,-9.5%,4.9%,-0.4%,-1.9%,-0.7%
COCCN(C(=S)Nc1cc(C)ccc1C)C(C)c1cccnc1 (stereo unspecified),11.0%,-0.413,0.215,-0.0273,0.845,0.9%,-4.5%,-4.5%,23.7%,-10.7%,8.1%,-4.4%
CCCCNC(=O)c1ccc(NS(=O)(=O)c2ccccc2)cc1,9.9%,0.0315,0.258,-0.647,0.729,6.2%,-0.3%,-5.3%,-6.7%,-0.1%,0.6%,4.9%
Cc1noc(C)c1C(=O)Nc1sc2c(c1C(N)=O)CCCCC2,2.5%,-0.556,-0.139,0.00842,0.391,-10.4%,-4.7%,-5.7%,-27.5%,-2.6%,5.7%,28.5%
Cc1ccc(NC(=S)NNC(=O)C2CC2c2ccc(C)cc2)cc1 (stereo unspecified),2.3%,-1.82,-0.129,-0.615,0.34,3.3%,-8.8%,-1.7%,-3.5%,-4.1%,-15.7%,-0.7%
Cc1c(Cl)cnc(NC(=O)COC(=O)CCS(=O)(=O)c2ccccc2)c1Cl,5.9%,0.845,-0.257,-0.692,1.3,26.5%,-5.7%,-10.0%,-7.0%,-0.6%,1.9%,6.7%
CC1(C)CC(N2CCN(C(c3ccccc3)c3ccccc3)CC2)=CC(=[N+]2CCCCC2)C1,·,0.631,-0.73,0.00634,-1.01,·,-3.2%,-0.3%,-8.0%,·,?,18.2%

# Remaining list, next part:
SMILES,PMI inhibitors,Dynein transport,Dynein transport cytoplasmic EGFP,Dynein transport nuclear GR-EGFP,Dynein transport cell count,PMI inhibition,Siah-1 displacement,LYP inhibition,AID2073,XIAP antagonists,P. falciparum M1AAP,M17LAP inhibition
CC1=NNC(=O)C(CC(=O)Nc2ccc(Cl)c(Cl)c2)C1 (stereo unspecified),5.5%,-0.544,-0.0126,-0.436,0.124,-9.2%,8.6%,-3.1%,6.8%,-3.6%,-1.4%,-0.8%
CCOc1cccc2cc(C(=O)NCCC3=CCCCC3)c(=O)oc12,14.2%,-0.393,-0.319,0.383,-0.0687,14.3%,3.0%,1.3%,19.6%,-2.4%,3.8%,-1.2%
NNC(=O)CCCNc1ncc(C(F)(F)F)cc1Cl,-5.4%,-0.175,-0.0546,0.268,0.703,-3.7%,5.2%,-0.6%,-3.2%,-4.9%,1.9%,11.9%
CC1CCCC(NC(=O)CSc2ccc(F)cc2)C1C (stereo unspecified),-2.5%,-1.78,-0.217,-1.28,1.69,6.7%,5.7%,-6.6%,-16.3%,-9.2%,0.1%,10.3%
CC1CCCC(NC(=O)CSC2CCCCC2)C1C (stereo unspecified),0.6%,-0.135,-0.358,-0.428,-0.672,0.0%,-3.6%,-8.7%,6.5%,-3.0%,1.9%,6.0%
O=C(Nc1ccccc1F)c1ccc(OCc2ccccc2)cc1,-3.5%,1.83,-0.21,0.382,-0.999,-5.4%,1.5%,-1.8%,28.1%,-2.9%,2.9%,10.2%
COc1cccc(CNC(=O)CN(c2cc(C)cc(C)c2)S(=O)(=O)c2c(C)noc2C)c1,1.9%,-0.646,-0.19,-0.253,0.367,0.6%,-2.5%,-1.6%,-9.0%,-1.2%,16.6%,4.8%
Cc1ncc([N+](=O)[O-])n1CC(O)CCl (stereo unspecified),-2.1%,0.352,-0.235,0.614,0.354,-3.0%,5.7%,1.6%,4.9%,1.2%,11.5%,15.9%
CCc1cccc(C)c1NC(=S)N(CCN(C)C)Cc1cccs1,0.2%,-0.238,-0.279,-0.125,0.923,-6.9%,3.7%,-5.6%,-10.3%,-6.2%,-4.1%,-4.2%
CC(C)N=C(NC#N)SCc1ccc(F)cc1,5.7%,0.966,-0.0783,0.722,-1.55,15.9%,3.8%,2.0%,-7.5%,-15.3%,1.4%,6.0%
CCOc1ccc(N=c2scc(-c3ccccc3)n2CCO)cc1,16.2%,-0.144,0.187,-0.0462,-0.265,4.6%,-0.3%,-3.8%,13.3%,-1.7%,9.9%,-7.9%
CCCOC1CCCN(C(=O)c2cc(Cl)c(Cl)cc2C(=O)O)C1 (stereo unspecified),-13.1%,-0.361,-0.188,-0.00885,-0.0992,-7.2%,-2.4%,-7.6%,-14.8%,-0.8%,2.0%,-2.9%
CCOc1ccc(N2CC(C(=O)Nc3ccccc3OC)CC2=O)cc1 (stereo unspecified),0.0%,1.59,-0.0585,1.34,-1.23,-3.6%,3.3%,-6.8%,2.7%,-1.9%,2.7%,15.6%
COC(=O)c1ccccc1NC(=O)CN1C(=O)c2ccccc2S1(=O)=O,3.3%,-0.733,-0.108,-0.261,-0.125,-0.1%,-5.4%,-0.3%,13.7%,-1.8%,2.3%,18.1µM*
Cc1ccc(S(=O)(=O)N2CCOCC2)cc1C(=O)Nc1nc(-c2cccnc2)cs1,8.5%,0.535,0.443,0.586,0.0319,1.4%,1.0%,0.4%,-3.6%,-4.6%,10.2%,-9.0%
CCOC(=O)c1sc2nc3c(cc2c1N)C(=O)CC(C)(C)C3,-4.9%,-0.77,-0.199,0.177,1.02,-6.9%,-3.5%,-4.9%,-30.1%,-4.6%,7.4%,-5.8%
Cc1cc(C)cc(NC(=O)c2ccc(S(=O)(=O)C(F)F)cc2)c1,11.6%,0.643,-0.234,0.469,-1.13,6.0%,0.4%,-6.2%,2.2%,-4.7%,11.1%,13.4%
CCOC(=O)C(/C(C)=N/NC(=O)C1CC1c1ccccc1)C(C)C (stereo unspecified),12.3%,-0.559,0.271,-0.234,0.287,6.2%,7.5%,3.1%,-14.5%,-2.5%,5.6%,4.2%
